From PubChem
p53null 39C tox – selectivity test: cytotoxicity in p53 null cells, nonpermissive temperature; Potency, µM (titrated, usually from 46.1 µM), for inactives: at the top dose activity, negative = cell killing, hits mostly cytotoxic; 55,000 tested, 0.97% active; H1299 p53-null (neo) cells, 39C, ATPlite viability, 24 h;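 further: 0% = DMSO only and -100% = full killing by 100 µM tamoxifen; nearly all actives have a fitted effect of over 50% in size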
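Temperature-shift cytotoxicity format: compound titrations on p53-null or A138V-expressing H1299 cells held 24 hr at 39C, cell ATP then measured, AC50 from Hill model.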
p53null 32C kill – kills p53 null cells at the permissive temperature; 55,000 tested, 0.62% active; Potency, µM (titrated, usually from 46.1 µM), inactives show at the top dose activity change, negative = cytotoxicity, most hits filed as cytotoxic; H1299-neo p53 null cells, ATP luminescence, 24 h, 32C;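 further: 0% = DMSO only and -100% = full killing by 100 µM tamoxifen; nearly all actives have a fitted effect of over 55% in size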
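We seeded p53-null H1299-neo cells, incubated them overnight at 37C, and added compounds across a range up to 46 uM. After 24 hours at 32C, ATP reagent was applied for 20 min at room temperature and luminescence recorded.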
An asterisk follows results filed as active; ? = inconclusive; [ ] = dose if it differs, or a comment. The call rests on the fitted dose curve; in most records, active means well fitted cell-killing curve with a large enough effect; inconclusive means small, poorly fitted or top-dose-only effect; inactive means no such curve, though single readings can be large or run the other way. Potency means the concentration at half of the fitted maximal effect. These rows are one share of the data (hit frequency here may not be typical).

SMILES	p53null 39C tox	p53null 32C kill
NS(=O)(=O)c1ccc(CCNC(=O)CCCCCNc2nc(=S)[nH]c3ccccc23)cc1	-8%[1.84 µM]	-2%
CCc1cccc2c(C(=O)COC(=O)/C=C/c3ccc(O)c(OC)c3)c[nH]c12	-7%	23%
O=C(c1ccc2c(c1)OCO2)N1CCOCC1	2%	-2%
CCOC(=O)C1CCN(C(=O)C(C)Sc2ccc(Cl)cc2)CC1 (stereo not given)	-12%	-3%
CC(C)CC(=O)NS(=O)(=O)c1ccc(N)cc1	6%	2%
O=C(NCCc1ccccc1)C1CCN(C(=O)NCc2ccccc2)CC1	-1%	2%
Cc1ccc2nc(SC(C)C(=O)N3CCCC3)[nH]c2c1 (stereo not given)	0%	3%
Cc1csc2ncc(C(=O)NCc3ccccc3Cl)c(=O)n12	5%	0%
CCC(CO)[n+]1c(C)cc(/C=C2\Sc3ccccc3N2Cc2ccccc2)cc1C (stereo not given)	3%[1.84 µM]	7%
COc1ccccc1C1C(C(C)=O)=C(C)N=c2s/c(=C\c3cc(OC)c(OC)c(OC)c3)c(=O)n21 (stereo not given)	-2%	-2%
CC(C)CNc1oc(-c2ccco2)nc1C#N	4%	-6%
CC(=O)Nc1ccc(S(=O)(=O)NNC(=O)COc2cccc3ccccc23)cc1	10%	-11%
CCOc1cc(-n2ncc(C#N)c2N)nc(SC)n1	-12%	12%
CC(C)C(=O)c1cn(CC(=O)NCc2ccc3c(c2)OCO3)c2ccccc12	1%	-1%
O=C(CCn1c(=O)oc2ccccc21)NC1=NCCS1	-1%	1%
COc1ccc(N2CCN(c3cc(C)c4ccc(O)cc4n3)CC2)cc1	-3%	-5%
Cc1nc2sc(C(c3ccco3)N3CCC(Cc4ccccc4)CC3)c(O)n2n1 (stereo not given)	4%	14%
Cc1cccc(C(=O)NNS(=O)(=O)c2ccccc2[N+](=O)[O-])c1	-22%	0%
Cn1c(Cn2c(=O)sc3ccccc32)nnc1SCC(=O)N1CCN(c2ccccc2)CC1	-10%	-3%
O=C1CC(c2ccccc2)c2cc(O)ccc2O1 (stereo not given)	2%	3%
COc1ccc(NC(=O)N2CCN(c3nc(-c4cccc(OC)c4)cs3)CC2)cc1	-18%	12%
Cc1ccc(NC(=O)CSc2nnc(CNC(=O)C34CC5CC(CC(C5)C3)C4)n2-c2ccc(F)cc2)cc1	-10%	2%
COc1ccc(Nc2oc(COc3ccc(C)cc3)nc2C#N)cc1	-15%	-14%
O=CN1CCc2scc[n+]2-c2ccccc21	-12%	-5%
COc1nc(C)ccc1-c1noc(-c2ccncc2)n1	3%	-3%
CCOC(=O)CCC(=O)NCc1ccc2[nH]c(C)cc2c1	-4%	6%
CC(C)c1ccc(NC(=O)CCNS(=O)(=O)c2cccc3nonc23)cc1	16%	1%
CN(CC(=O)O)S(=O)(=O)c1ccc(F)cc1	-3%	2%
COc1ccc(-c2nc3ccccn3c2NCc2ccc3c(c2)OCO3)cc1	-23%	?
O=C(CCc1ccccc1)Nc1ccc(N2CCOCC2)c(Cl)c1	-13%	-6%
CC(=O)c1cccc(NC(=O)c2cc(C)no2)c1	4%	0%
CC(C)N1CC(C(=O)Nc2ccccc2)CC1=O (stereo not given)	15%	-3%
COc1ccc(C(C#N)N2CCOCC2)cc1 (stereo not given)	-5%	0%
NCCN=C1NS(=O)(=O)c2ccccc21	25%	18%
Cc1[nH]c2ccccc2c1Cc1nnc(SCCC#N)o1	18%	-5%
COC(=O)C(CC(=O)c1ccc(Cl)cc1)c1ccc(C)cc1 (stereo not given)	17%	8%
S=c1[nH]nc(-c2ccco2)n1/N=C/c1cccs1	16%	3%
COc1ccc(OC)c(S(=O)(=O)N(C)CC(=O)Nc2cc(Cl)ccc2OC)c1	-1%	-6%
O=C(CN1CCCCC1)N1c2ccccc2Sc2ccc(C(F)(F)F)cc21	-13%	0%
O=C(Nc1ccccc1C(=O)NCCCn1ccnc1)c1ccc(Cl)cc1Cl	5%	4%
CCOc1ccc(NC(=O)C2CCCN(C(=O)NCc3ccccc3)C2)cc1 (stereo not given)	-8%	5%
O=C(C1CCC1)N1CCc2cc(S(=O)(=O)Nc3ccc4c(c3)OCO4)ccc21	12%	5%
CCCCN(C)C(=O)C1CCN(Cc2ccc(OCc3ccccc3)cc2)CC1	-11%	-13%
CCc1cccc(CC)c1NC(=O)COC(=O)Cc1ccsc1	5%	-5%
NC(=O)c1ccc(NC(=O)COC(=O)c2c3c(nc4ccccc24)/C(=C\c2ccc4c(c2)OCO4)CCC3)cc1	-6%	0%
Cc1ccc(Nc2c(N)c(=O)oc3ccccc23)cc1	-22%	12%
O=C(CNC(=O)c1ccc(Cl)cc1)N/N=C/C=C/c1ccccc1	19%	6%
CC1CCN(CC(=O)N2CC(=O)Nc3ccccc32)CC1	-6%	10%
COc1cccc(NC(=O)CSc2nnc(Cn3c(=O)sc4ccccc43)n2C)c1	19%	-6%
C/C=C/COc1nc2c(c(=O)n(C)c(=O)n2C)n1C	11%	-5%
CC(Sc1nnc(Cn2c(=O)sc3ccccc32)n1C)c1ccccc1 (stereo not given)	-9%	0%
CCOc1ccc(N2C(=O)CC(n3nc(C)cc3C)C2=O)cc1 (stereo not given)	-1%	-4%
CCOC(=O)CN(C(=O)CSc1nnc(Cc2ccccc2)n1-c1ccc(C)cc1)c1ccccc1	0%	5%
CCn1c(SCC(=O)Nc2ccccc2)nc2c1c(=O)n(C)c(=O)n2C	20%	0%
Cc1ccc(-c2n[nH]c(=S)n2/N=C/c2ccc(C)o2)cc1	26%[1.84 µM]	-1%
COC(=O)c1ccsc1NC(=O)CSc1nnnn1Cc1ccccc1	2%	7%
NC(=O)C1(N2CCCCC2)CCN(C(=O)CSc2nc3ccccc3[nH]2)CC1	0%	-9%
Cc1nn(-c2ccc(F)cc2)c(Cl)c1/C=N/NC(=O)c1cccs1	6%[1.84 µM]	-2%
C=C(C)c1cccc(C(C)(C)NC(=O)N2CCCC2)c1	-5%	-1%
Cc1ccc(OCc2nnc(SCC(=O)Nc3cccc4ccccc34)n2-c2ccccc2)cc1	5%	28%

Overlap with the part before: 4 entries, then new ones.
SMILES	p53null 39C tox	p53null 32C kill
NC(=O)C1(N2CCCCC2)CCN(C(=O)CSc2nc3ccccc3[nH]2)CC1	0%	-9%
Cc1nn(-c2ccc(F)cc2)c(Cl)c1/C=N/NC(=O)c1cccs1	6%[1.84 µM]	-2%
C=C(C)c1cccc(C(C)(C)NC(=O)N2CCCC2)c1	-5%	-1%
Cc1ccc(OCc2nnc(SCC(=O)Nc3cccc4ccccc34)n2-c2ccccc2)cc1	5%	28%
CC(C)Oc1ccc(C(=O)Nc2nnc(SCC(=O)N3CCOCC3)s2)cc1	0.63µM*	0.56µM*
O=C(Cn1cc2c(n1)CCCC2)NCCc1ccccc1	-8%	7%
CCn1c(NC(=O)C2CCCCC2)nc2ccccc21	-20%	-6%
CCCCCCCCCCOC(=O)c1csc2nnsc12	16%	2%
CCOC(=O)C(C)Oc1cccc2c(=O)n(CC(=O)NCc3ccco3)ccc12 (stereo not given)	?	16%
Cc1ccc(/C=c2/sc3n(c2=O)CCCN=3)o1	-18%	-10%
S=C(Nc1ccc(Oc2ccccc2)cc1)NC1CCCCCC1	1%	34%
Cc1ccc(C(=O)/C=C2/NC(=O)CS2)cc1	-29%	?
COc1ccc(NS(=O)(=O)c2cccc(-c3nnc(-c4ccccc4)o3)c2)cc1	12%	4%
CS(=O)(=O)N(CC(=O)Nc1ccccc1C(=O)N1CCOCC1)c1ccccc1	6%	4%
Nc1nc(CC(=O)CSc2ccc(Cl)cc2)nc(Nc2ccc(F)cc2)n1	10%	-7%
COc1cccc(-c2nnn(CC(C)=O)n2)c1	-16%	-19%
c1ccc(-n2nnnc2SCc2cccc(CSc3nnnn3-c3ccccc3)n2)cc1	0%	4%
O=C(O)CCSc1nnc(-c2ccncc2)n1-c1ccccc1	17%	1%
CN1CCN(CCC(=O)Nc2ccccc2Cl)CC1	5%	13%
COc1ccc(OCC(=O)NCCCN2CCOCC2)cc1	1%	11%
N#CC1=C(N)SC(N)=C(C#N)C1C1C=CCCC1 (stereo not given)	6%	-1%
CCn1nnnc1SCC(=O)Nc1nc(-c2cccs2)cs1	-2%	4%
Cc1cc(NC(=O)NC2(C(F)(F)F)Oc3ccc(Cl)cc3O2)no1 (stereo not given)	-21%	-19%
O=C(NCc1cccs1)c1cc(S(=O)(=O)N2CCCCC2)ccc1Cl	?	-7%

Ordered by molecular weight (lowest first): three of the compounds above.
SMILES	p53null 39C tox	p53null 32C kill
N#CC1=C(N)SC(N)=C(C#N)C1C1C=CCCC1 (stereo not given)	6%	-1%
COc1ccc(NS(=O)(=O)c2cccc(-c3nnc(-c4ccccc4)o3)c2)cc1	12%	4%
c1ccc(-n2nnnc2SCc2cccc(CSc3nnnn3-c3ccccc3)n2)cc1	0%	4%

The listing continues:
SMILES	p53null 39C tox	p53null 32C kill
CC1=C(C(=O)NCc2ccccc2)C(c2cc(Br)cc(Br)c2OC(C)C)NC(=O)N1 (stereo not given)	-11%	8%
COc1cc2c(cc1OC)C1=C(C#N)CCC(=O)N1CC2	2%	3%
CCn1c(SCC(=O)N2CCN(c3ccccc3)CC2)nc2c(c1=O)SC(C)C2 (stereo not given)	16%	9%
CCCCNC(=O)CSc1nc2ccc(NC(=O)CSc3nnc(N)s3)cc2s1	-6%[1.84 µM]	-13%
C[n+]1ccccc1C1CCCC/C1=N\Nc1ccc([N+](=O)[O-])cc1[N+](=O)[O-] (stereo not given)	-4%	-4%
CCOC(=O)c1c(C)sc2c1N(C(=O)CN(CC)CC)c1ccccc1S2	6%	4%
Cc1ccc(C(C(=O)NC2CCCC2)N(C(=O)CNC(=O)c2cccs2)c2cccnc2)o1 (stereo not given)	20%	-1%
Cc1cc2ncn(C(=O)N3CCCC3)c2cc1C	0%	6%
Cn1cc(C=C2C(=O)CC(C)(C)CC2=O)c2ccccc21	24%	5%
COc1cc(C(C)=O)ccc1COc1ccc(C(=O)OC(C)C(=O)NC(N)=O)cc1OC (stereo not given)	12%	7%
Cc1ccc2cc(CCNC(=O)c3ccco3)c(=O)[nH]c2c1	0%	0%
Cc1nnc(SCC(=O)Nc2ccc3c(c2)OCCO3)s1	-11%	-4%
O=c1cc(Nc2ccc3c(c2)OCCO3)[nH]c(=O)n1-c1ccc(Br)cc1	0%	-9%
CC1=C(C(=O)OCc2ccccc2)C(c2ccc(N(C)C)cc2)NC(=O)N1 (stereo not given)	-10%	4%
Cc1nn(-c2ccccc2)c(N)c1N=Nc1ccc(Cl)cc1	3%	22%
Cc1ccc(NC(=O)c2csnn2)c(C)c1	-8%	-2%
COc1cc(C2NC(=O)NC(C)=C2C(=O)OC(C)C)ccc1OC(=O)c1ccco1 (stereo not given)	2%	-2%
Cc1cc2ccccc2n1CCNC(=O)C(C)(C)C	9%	10%
O=S(=O)(c1ccc2c(c1)OCCO2)N1CCC(n2nnc3cc(F)ccc32)CC1	10%	0%
CCC(C)(C)n1nnnc1C(c1ccncc1)N1CCC(C)CC1 (stereo not given)	5%	-1%

Structural class: those above with a COOH group.
SMILES	p53null 39C tox	p53null 32C kill
CN(CC(=O)O)S(=O)(=O)c1ccc(F)cc1	-3%	2%
O=C(O)CCSc1nnc(-c2ccncc2)n1-c1ccccc1	17%	1%

(further entries)
SMILES	p53null 39C tox	p53null 32C kill
CCOC(=O)c1cc2nc(-c3ccco3)cc(C(F)(F)F)n2n1	-10%	-1%
COC(=O)c1c(NC(=O)C2COc3ccccc3O2)sc2c1CCN(Cc1ccccc1)C2 (stereo not given)	-11%[1.84 µM]	-12%
CCCCOC(=O)Nc1ccc2c(C)cc(=O)oc2c1	-5%	-8%
O=C(Nc1nncs1)c1cccc(S(=O)(=O)N2CCCCC2)c1	-5%	-6%
COc1ccccc1C(c1nnnn1Cc1ccco1)N1CCN(c2cccc(C)c2C)CC1 (stereo not given)	19%	4%
CCC(=O)c1ccc(N2CCCC2)c(F)c1	-21%	-7%
CCN1CCc2c(OCC(=O)N3N=C(c4cccs4)CC3c3ccc(F)cc3)cccc2C1=O (stereo not given)	4%	-7%
Cc1cc(C)cc(OCC(=O)NNC(=O)CCC(=O)NCc2ccccc2)c1	-2%	-3%
Fc1ccccc1CSc1ncn[nH]1	5%	2%
Cn1c(=O)c2ncn(CC(=O)NCCC3=CCCCC3)c2n(C)c1=O	23%	-5%
NC(=O)c1sc2nc3c(c(-c4ccccc4)c2c1N)CCC3	21%	12%
CC(OC(=O)c1snc(C(=O)NC2CCCCC2)c1N)C(=O)NC1CCCCC1 (stereo not given)	5%	2%
Cc1ccnc(N2C(=O)c3ccccc3C2Nc2ccccc2Cl)c1 (stereo not given)	3%	7%
O=C(Cn1cnc2c(nnn2Cc2ccc(F)cc2)c1=O)NCC1CCCO1 (stereo not given)	0%	7%
CCOC(=O)Cn1ncc(-c2ccccc2)c1N	14%	-3%
Cc1nnn(-c2nonc2N)c1C(=O)N/N=C/c1ccccc1O	-13%	?
COc1ccc(C)cc1NC(=O)c1cnc2n(c1=O)CCS2	-20%	3%

3 entries picked at random from the list so far:
SMILES	p53null 39C tox	p53null 32C kill
O=C(Cn1cnc2c(nnn2Cc2ccc(F)cc2)c1=O)NCC1CCCO1 (stereo not given)	0%	7%
Cc1nnn(-c2nonc2N)c1C(=O)N/N=C/c1ccccc1O	-13%	?
CCC(=O)c1ccc(N2CCCC2)c(F)c1	-21%	-7%
